Pf gamet viab: inhibitors of late stage P. falciparum gametocyte viability; P. falciparum stage V gametocytes, ATP luminescence, 24 h; inhibition, % at 10.9 µM; hit rate 0.065% among 150,000; AID 743093;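 active = inhibition above the mean plus 3 SD of compounds within the control limits, set per campaign, cut at about 38% in these data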;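 note: 0% = DMSO wells and 100% = medium only without gametocytes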
Numbers without * were called inactive. Some of the compounds tested (hit frequency here may not be typical).

canonical_smiles	Pf gamet viab
COc1ccc(Br)cc1S(=O)(=O)n1nc(C)cc1C	17.3
O=C(NCc1ccc(F)cc1)c1cccc2c1C(=O)c1ccc(Cl)cc1S2(=O)=O	-25.7
NC(=O)C1=C[C@@H](c2ccccc2)C[C@@H](OCCCCO)O1	-19.6
CN(C)N=Nc1ccc(-c2cn(Cc3ccccc3)cn2)cc1	-0.6
COc1cc(OC)cc(C(=O)NC(c2ccccc2)c2ccccc2)c1	-9.4
CC(C(=O)N1CCOCC1)c1ccccc1 (stereo unspecified)	16.1
COc1cccc(N/C=C/C(=O)c2ccc(OC)c(OC)c2)c1	-33.9
O=C(CN1C(=O)c2ccccc2C1=O)Nc1cccc(Cl)c1	22.5
COc1cc(OC)cc(-c2c(C#Cc3ccsc3)c3cc(-c4ccc(OC)nc4)ccc3n2C)c1	-4.9
CCCn1nnnc1NCc1ccccc1F	13.2
CCCCOC(=O)C1=C(C)NC(=O)NC1c1ccc(N(C)C)cc1 (stereo unspecified)	15.4
OC12CC3C[C@H](C1)C(N1CCOCC1)[C@@H](C3)C2 (stereo partly specified)	0.5
COC(=O)C1=C(C)N(Cc2ccccc2)C(=NCCCCO)N[C@H]1c1cccc(C(F)(F)F)c1	-8.9
CCCCCn1c(SCC(=O)c2ccccc2)nc2cc(C(=O)NCC3CCCO3)ccc2c1=O (stereo unspecified)	5.5
O=C(Nc1ccc(Nc2ccccc2)cc1)c1c(F)c(F)c(F)c(F)c1F	1.1
COc1cc(-c2noc(C)c2C#CC2(N)CCCCC2)cc(OC)c1OC	-20.3
O=C(Nc1ccccc1Cl)O/N=C/c1ccc(F)cc1	-21.2
COc1ccccc1/C=N/N1CCN(c2ccc(Cl)cc2)CC1	-0.1
O=P(O)(Cc1ccccc1)Cc1ccccc1	17.4
C#CCCc1ccccc1/C=[N+](/C)[O-]	-9.7
Cc1cc(O)cc(=O)n1Cc1ccccc1	-24.3
O=C(N/N=C/c1ccc([N+](=O)[O-])cc1)c1cccnc1	9.1
COc1cccc(CN2CCN(C(=O)c3oc4c(F)cccc4c3C)CC2=O)c1	8.9
CC(=O)c1ccc(NC(=S)N2CCN(CCO)CC2)cc1	2.9
COc1ccc(S(=O)(=O)N/N=C(/C)c2ccc(C)o2)cc1	-4.3

Pulled by compound from the list above, two records:
canonical_smiles	Pf gamet viab
CN(C)N=Nc1ccc(-c2cn(Cc3ccccc3)cn2)cc1	-0.6
CCCCOC(=O)C1=C(C)NC(=O)NC1c1ccc(N(C)C)cc1 (stereo unspecified)	15.4

In the list so far, these contain an aryl methoxy group:
canonical_smiles	Pf gamet viab
COc1ccc(Br)cc1S(=O)(=O)n1nc(C)cc1C	17.3
COc1cc(OC)cc(C(=O)NC(c2ccccc2)c2ccccc2)c1	-9.4
COc1cccc(N/C=C/C(=O)c2ccc(OC)c(OC)c2)c1	-33.9
COc1cc(OC)cc(-c2c(C#Cc3ccsc3)c3cc(-c4ccc(OC)nc4)ccc3n2C)c1	-4.9
COc1cc(-c2noc(C)c2C#CC2(N)CCCCC2)cc(OC)c1OC	-20.3
COc1ccccc1/C=N/N1CCN(c2ccc(Cl)cc2)CC1	-0.1
COc1cccc(CN2CCN(C(=O)c3oc4c(F)cccc4c3C)CC2=O)c1	8.9
COc1ccc(S(=O)(=O)N/N=C(/C)c2ccc(C)o2)cc1	-4.3

(next part)
canonical_smiles	Pf gamet viab
O=C(NCCc1ccc(Cl)cc1)C1CCCN1C(=O)NCc1ccccc1 (stereo unspecified)	13.9
CC(C)(C)OC(=O)C[C@@H]1C/C=C\C[C@H](CC(=O)N(CCO)Cc2ccccc2)C(=O)NC[C@@H](c2ccccc2)OC1=O	-25.6
COc1ccc(NC(=O)NCCN2CCN(c3ccc(C)cc3)CC2)c(Cl)c1	-10.4
O=C(N/N=C/c1cccnc1)c1ccc(Cl)c(Cl)c1	3.6
COc1ccc(CN2CCCN(C)CC2)c(OC)c1C	-3.6
OCc1c(OCc2cccc(F)c2)ccc2ccccc12	-3.6
C#CCOCCOCCOCCNc1nc(N2CCN(C(=O)Cn3cc(CCCN=C(N)N)nn3)CC2)nc(N2CCN(C(=O)[C@H](CCCCN)n3cc(CCC(=O)O)nn3)CC2)n1	1.3
CCOC(=O)c1nc(C(=O)NCc2ccc(C)cc2)nc2ccccc12	13.1
Cc1ccc(CN2CCN(Cc3cc4ccccc4o3)CC2CCO)cc1 (stereo unspecified)	2.1
O=C(Cn1ccc2ccccc2c1=O)NCCC(=O)N1CCN(C(=O)c2ccco2)CC1	2.3
Cc1cccc(CCN2C(N(C)C)=NC[C@@H]2CC(C)C)c1	-2.5
CCOc1nc(C)ccc1-c1noc(-c2cccnc2)n1	3.8
Cc1ccc(OCC(=O)N2CCCCCCC2)cc1	13.7
C[C@H](CO)N1C[C@H](C)[C@H](CN(C)S(=O)(=O)c2cn(C)cn2)Oc2ccc(NC(=O)Nc3ccc(C(F)(F)F)cc3)cc2CC1=O	-25.6
CS(=O)(=O)N1CCN(CC(=O)NC2CCCC2)CC1	8.1
Cc1cc2cc(CNC(=O)c3ccc4c(c3)OCO4)ccc2[nH]1	-39.3
O=C(Cc1ccc(Cl)cc1)NC1CCCCCC1	13.2
CCOC(=O)N1CCN(C(=O)C2CCCN(c3ncnc4c3sc3cccc(F)c34)C2)CC1 (stereo unspecified)	5.5
C[C@H](CO)N1C[C@H](C)[C@@H](CN(C)C(=O)Nc2ccc(C(F)(F)F)cc2)Oc2c(NC(=O)Nc3ccccc3)cccc2C1=O	-13.5
CC(CCc1ccccc1)NC(=O)CCC1CCCC1 (stereo unspecified)	10.1
Cc1ccc2nc3n(c(=O)c2c1)-c1cc(Cl)ccc1C(=O)NC3Cc1ccccc1 (stereo unspecified)	0.0
COc1ccc(S(=O)(=O)N2CCSCC2)cc1C(N)=O	-36.0
C[C@H](NC(=O)c1nc[nH]c1C(=O)N[C@@H](CCCCN)C(=O)OC(C)(C)C)C(=O)OC(C)(C)C	-8.6
CCC(=O)Nc1ccc(NC(=O)c2oc3ccccc3c2C)cc1	18.7
CCC(=O)c1ccc(OC(=O)c2ccc(Br)o2)cc1	-20.2

(continued)
canonical_smiles	Pf gamet viab
CCC(C(=O)N(C(C)C)C(C)C)c1ccccc1 (stereo unspecified)	5.4
Cc1ccc(C(=O)O/N=C(\N)c2ccccn2)cc1Cl	9.7
Cc1cccc(C(C)C)c1NC(=O)c1cc2ccccc2o1	-1.1
CCCCNC(=O)O[C@H]1C[C@@H]2CCN3C(=O)CCC(C)(C)[C@H](C1)[C@H]23	-12.1
COC(=O)C1=C(COc2ccccc2)NC(=O)NC1c1ccc2ccccc2c1 (stereo unspecified)	6.0
CS(=O)(=O)N(Cc1ccccc1Cl)c1ccc(C(=O)N2CCCC2)cc1	-33.4
O=C(Nc1scc(-c2ccccc2)c1C(=O)O)c1ccc(F)cc1	-33.0
O=C(Cn1cc([N+](=O)[O-])cn1)NCc1ccccc1Cl	5.9
CCOc1ccc(C2C3=C(CCCC3=O)N(CC(=O)O)C3=C2C(=O)CCC3)cc1	-1.7
CCN(CC)C(=O)n1c(Cc2ccccc2)nc2ccccc21	-7.6
C=CCN(CC=C)C(=O)C1CCN(Cc2ccc(OCc3ccccc3)cc2)CC1	-10.6
CCC(=O)Nc1cccc(-c2nc3ccc(C)cc3o2)c1	-9.3
O=C(NCCc1ccc(Cl)cc1)C1CCCN1C(=O)Nc1ccccc1 (stereo unspecified)	-11.0
O=C(NCc1cc(C(F)(F)F)ccc1Cl)c1cccc2c1C(=O)c1ccc(N3CCOCC3)cc1S2(=O)=O	-9.8
C[C@@H]1COC(=O)[C@H](CC(=O)OC(C)(C)C)C/C=C\C[C@H](CC(=O)N(CCO)Cc2ccccc2)C(=O)N1	-8.8
C#CCN(CC=C)C(=O)c1ccc(OC2CCN(S(=O)(=O)N(C)C)CC2)cc1	5.6
O=[N+]([O-])c1ccccc1/C=C/CN1CCC(O)CC1	8.5
CC(=O)Oc1cccc(NC(=O)c2cccc(C(=O)Nc3cccc(OC(C)=O)c3)c2)c1	-3.9
CCCCCCCN1CCC(=O)N([C@H](CO)Cc2ccccc2)CC1	13.7
COCC1OS(=O)(=O)NC(CC(=O)SC(C)(C)C)C1C (stereo unspecified)	0.4
C#CCN(CC=C)C(=O)c1cccc(OC2CCN(S(C)(=O)=O)CC2)c1	9.1
CC1CCCCC1NC(=O)c1ccc(S(=O)(=O)N2CCN(C)CC2)cc1 (stereo unspecified)	0.3
N#Cc1ccc(OCC(=O)N[C@@H](Cc2ccccc2)c2nc3ccccc3[nH]2)cc1	17.4
CCC(C)(C)NC(=O)CN(C(=O)CCC(=O)Nc1nccs1)c1cccc(C)c1	-10.4
Cc1nc2ccc(C(=O)Nc3ccc4nc[nH]c4c3)cc2[nH]1	-5.7

Rewritten with each value named: two of the compounds above.
O=C(CN1C(=O)c2ccccc2C1=O)Nc1cccc(Cl)c1
  Pf gamet viab: 22.5

O=C(N/N=C/c1ccc([N+](=O)[O-])cc1)c1cccnc1
  Pf gamet viab: 9.1

The main list resumes, repeating the five entries before the break.
canonical_smiles	Pf gamet viab
C#CCN(CC=C)C(=O)c1cccc(OC2CCN(S(C)(=O)=O)CC2)c1	9.1
CC1CCCCC1NC(=O)c1ccc(S(=O)(=O)N2CCN(C)CC2)cc1 (stereo unspecified)	0.3
N#Cc1ccc(OCC(=O)N[C@@H](Cc2ccccc2)c2nc3ccccc3[nH]2)cc1	17.4
CCC(C)(C)NC(=O)CN(C(=O)CCC(=O)Nc1nccs1)c1cccc(C)c1	-10.4
Cc1nc2ccc(C(=O)Nc3ccc4nc[nH]c4c3)cc2[nH]1	-5.7
O=C(NCc1ccc(F)cc1)c1cccc2c1C(=O)c1ccc(N3CCC(Cc4ccccc4)CC3)cc1S2(=O)=O	12.9
COc1ccc(C)c(NC(=O)NCCc2cnc[nH]2)c1	4.1
COc1cc(CN(C)Cc2cccc3ccccc23)cc([N+](=O)[O-])c1O	1.3
CN(C)c1ccc(CNCc2cccnc2)cc1	-21.2
Fc1ccccc1OCCCn1ccnc1	8.1
COc1ccc(C2=CN(Cc3ccccc3)CCC2=O)cc1	18.6
CCOC(=O)c1sc(NC(=S)NC(=O)c2ccc(OC)cc2)nc1C	13.6
O=C1c2ccccc2C(=O)N1CCCn1c2ccc(Cl)cc2c2nc3ccccc3nc21	6.8
CC(C)(C)NC(=O)CSc1ncnc2c1cnn2-c1ccccc1	10.9
COc1ccc2sc(-c3ccccc3OC)c(-c3ccc(OC)c(F)c3)c2c1	1.8
COc1cc(/C=N/NC(=O)c2cc[n+]([O-])cc2)cc(OC)c1OC	1.2
NNc1nc(-c2ccccc2)nc(-c2ccccc2)c1Br	-3.5
Cc1cc(NC(=O)CCN2CCN(CCO)CC2)ccc1Br	10.3
N#C/C(=C/c1cccnc1)c1ccccc1	-7.8
CCCCS(=O)(=O)N1CCC(C(=O)NCC2CCCO2)CC1 (stereo unspecified)	0.6
